ADAM10 inh: inhibits human ADAM10; O14672; recombinant ADAM10, EDANS/DABCYL FRET peptide cleavage, 3 h; inhibition, % at 7 µM; actives 0.62% (n = 370,000);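 active means inhibition above a per-campaign cutoff equal to the mean of compounds falling between control-based bounds plus 3 SD, cut at about 20% in these data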;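 further: 0% = DMSO wells while the 100% control is not disclosed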
Tn6 DDE FP: inhibitors of Tn6 peptide binding to human fibrin DD(E); P02675; Fibrin DD(E) TRITC-Tn6 fluorescence polarization displacement; inhibition, % at 8.3 µM; actives 0.21% (n = 370,000); AID 720509;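 active means inhibition above a per-campaign cutoff: mean of compounds within control limits plus 3 SD, cut at about 15% in these data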;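 further: 0% = median of all compound wells on the plate and 100% = blocking peptide control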
HGIII-sPLA2 inh: Inhibits HGIII-sPLA2 liposome hydrolysis, primary screen | Q9NZ20 | QFRET BODIPY PC-A2 liposome hydrolysis, fluorescence | inhibition, % at 12.2 µM | actives 0.56% (n = 370,000);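 active means inhibition above mean plus 3 SD of compounds lying within the high and low control bounds, cut at about 19% in these data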;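 further: 0% = median of test compound wells and 100% = no enzyme DMSO wells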
Target sequence (Q9NZ20 whole entry, looked up): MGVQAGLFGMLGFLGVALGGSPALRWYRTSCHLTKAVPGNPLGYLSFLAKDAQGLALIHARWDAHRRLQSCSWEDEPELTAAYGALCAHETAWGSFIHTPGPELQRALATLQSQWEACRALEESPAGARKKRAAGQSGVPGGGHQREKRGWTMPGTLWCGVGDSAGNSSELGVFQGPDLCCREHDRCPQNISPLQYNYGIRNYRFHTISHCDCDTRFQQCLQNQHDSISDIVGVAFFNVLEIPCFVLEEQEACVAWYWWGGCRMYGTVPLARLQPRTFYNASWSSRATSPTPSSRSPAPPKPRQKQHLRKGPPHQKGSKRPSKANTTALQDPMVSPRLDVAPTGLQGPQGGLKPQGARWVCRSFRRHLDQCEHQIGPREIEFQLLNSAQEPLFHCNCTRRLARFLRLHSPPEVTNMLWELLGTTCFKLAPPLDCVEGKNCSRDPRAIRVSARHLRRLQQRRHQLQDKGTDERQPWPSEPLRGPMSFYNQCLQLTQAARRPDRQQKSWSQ
GAA850 FXN act: increases GAA850 frataxin promoter reporter activity; HEK293 lucGAA850 FXN promoter luciferase reporter, 24 h; percent of 10 µM SAHA response; activation, % at 6 µM; actives 0.56% (n = 360,000);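 active means activation above the average of all compounds screened plus 3 SD, cutoff fixed separately per campaign, cut at about 7.5% in these data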;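 further: 0% = DMSO wells and 100% = 10 µM SAHA wells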
GC-A act: GC-A (human) enzyme activation | P16066 | HEK293 GC-A cells, cGMP TR-FRET, EC30 ANP; 0% at EC30 ANP, 100% saturating ANP | activation, % at 10 µM | actives 0.14% (n = 370,000) | AID 1671463; in the data active means activation above about 40%
ASAP1 inh: blocks human ASAP1-stimulated Arf1 GTP hydrolysis; actives 0.19% (n = 360,000); AID 624377; GDP FP detection; inhibition, % at 16.5 µM; in the data active means inhibition above about 25%;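 further: 0% = vehicle with enzyme and substrate and 100% = no enzyme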
Target sequence (Q9ULH1 325-724 limits assumed): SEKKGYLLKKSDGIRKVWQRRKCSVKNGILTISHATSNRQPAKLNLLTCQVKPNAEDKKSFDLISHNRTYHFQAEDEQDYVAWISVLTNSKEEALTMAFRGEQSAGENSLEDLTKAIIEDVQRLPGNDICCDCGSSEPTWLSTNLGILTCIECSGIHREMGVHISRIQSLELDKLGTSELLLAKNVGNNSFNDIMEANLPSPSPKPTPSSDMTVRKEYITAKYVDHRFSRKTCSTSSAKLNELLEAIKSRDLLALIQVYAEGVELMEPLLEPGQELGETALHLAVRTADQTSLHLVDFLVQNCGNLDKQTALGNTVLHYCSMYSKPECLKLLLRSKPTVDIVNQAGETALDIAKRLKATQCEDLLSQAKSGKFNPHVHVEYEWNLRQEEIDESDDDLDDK
NPR2 activator: GC-B (human) receptor activation; HEK293-GC-B cells, CNP EC30, cGMP TR-FRET; 0% at EC30 CNP, 100% saturating CNP; actives 0.11% (n = 370,000); activation, % at 10 µM;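 active means activation at 10 µM reaching about 35% in either raw or pattern-adjusted values, limit read from the data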
proKLK7 act: activates the human kallikrein-7 zymogen; P49862; purified proKLK7, EDANS-DABCYL substrate fluorescence; 100% is mature enzyme control, 0% vehicle; activation, % at 7 µM; actives 0.9% (n = 370,000);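 active means activation above the mean of all tested compounds plus 3 SD, computed per campaign excluding outliers beyond control limits, cut at about 13% in these data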
ARFGAP1 inh: inhibits rat ARF GTPase activating protein 1; AID 651572; Q62848; Arfgap1-stimulated ARF1 GTP hydrolysis, GDP FP detection; actives 0.26% (n = 360,000); inhibition, % at 16.5 µM;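 active means inhibition above a per-plate limit, mean inhibition of low control wells plus 3 SD, cut at about 25% in these data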;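 further: 0% = DMSO wells with enzyme and 100% = wells lacking Arfgap1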
Target sequence (Q62848 1-136 limits assumed): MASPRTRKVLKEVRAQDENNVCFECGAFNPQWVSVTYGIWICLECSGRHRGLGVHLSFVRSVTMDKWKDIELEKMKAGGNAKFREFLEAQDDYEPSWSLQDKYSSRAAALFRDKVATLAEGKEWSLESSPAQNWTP
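Material: rat Arfgap1 catalytic domain, aa 1-136; also added: human ARF1(Δ1-17)-GTP substrate; compound dosing: one concentration, 16.5 µM, DMSO 1.26%; incubation: GTP hydrolysis reaction 2 h at 25 °C; measured by: Tracer-displacement fluorescence polarization with EDTA stop, 620/688 nm; evaluation: % inhibition from polarization; repeats: one replicate per compound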
rCAG binder: binds r(CAG) RNA repeats. r(CAG) RNA repeat, TO-PRO-1 dye displacement fluorescence. inhibition, % at 3 µM. actives 1.3% (n = 370,000);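 active means inhibition above the plate cutoff, the mean of all test compounds on that plate plus 3 SD, cut at about 35% in these data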;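 further: 0% = DMSO alone and 100% = 100 µM mitoxantrone as full dye displacement; higher means more dye released from RNA so lower well fluorescence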
* = called active by the depositor; . = not tested or not shown.

Short forms: A = ADAM10 inh; B = Tn6 DDE FP; C = HGIII-sPLA2 inh; D = GAA850 FXN act; E = GC-A act; F = ASAP1 inh; G = NPR2 activator; H = proKLK7 act; I = ARFGAP1 inh; J = rCAG binder
NC(=O)C1=CC2C3C=CC2(O)C(=O)OC3O1 (stereo not drawn)
  A: -7	B: 12	C: 4	D: 8.3*	E: 0	F: 2	G: -1	H: 0.3	I: 4	J: 2

O=C(COC(=O)c1n[nH]c2ccccc12)c1ccc(F)c(F)c1
  A: 0	B: 7	C: -79	D: 2.2	E: 2	F: 16	G: -8	H: -0.2	I: -1	J: 8

NC(=O)CC(NC(=O)c1ccccc1)c1ccc(NCCOc2ccccc2)c([N+](=O)[O-])c1 (stereo not drawn)
  A: -7	B: -5	C: -7	D: 2.7	E: -1	F: 12	G: 3	H: 0.2	I: 4	J: 11

CCOC(=O)c1ccoc1CSCc1ccc(C(=O)OC)o1
  A: -13	B: -5	C: -3	D: 2.6	E: 2	F: 2	G: 1	H: 0.8	I: 11	J: 11

Cc1cc(C)cc(NC(=O)Cn2nnc(C(=O)NCc3ccccc3Cl)c2N)c1
  A: 7	B: -4	C: -11	D: -2.6	E: 2	F: 22	G: -2	H: -0.7	I: 8	J: 1

C/C(=N\NC(=O)Cc1ccccc1)c1ccc(Cl)s1
  A: -6	B: 8	C: 0	D: 0.4	E: 5	F: 4	G: 1	H: 0.1	I: 6	J: -3

Cc1ccc(NCCN(C)C)c2c(=O)c3cc(O)ccc3sc12
  A: -6	B: -3	C: -5	D: -3.6	E: -11	F: 11	G: -11	H: -0.8	I: -10	J: 7

COc1ccc(S(=O)(=O)N2CCCCC2)cc1C(=O)NC1CCS(=O)(=O)C1 (stereo not drawn)
  A: -2	B: 2	C: 6	D: 0.0	E: -4	F: 3	G: -1	H: 0.2	I: -1	J: 3

CC(C)c1ccc(NC(=O)c2ccc3snnc3c2)cc1
  A: 0	B: -5	C: 0	D: 5.6	E: 4	F: 0	G: 1	H: 0.4	I: -4	J: 2

CCOC(=O)Nc1cccc(OCC(=O)Nc2ccc3c(c2)CCC3)c1
  A: -9	B: 6	C: -6	D: -0.2	E: -1	F: 11	G: 7	H: -0.2	I: 10	J: 2

Cc1ccc2c(c1)-n1c(nc3ccccc3c1=O)C(Cc1ccc(O)cc1)NC2=O (stereo not drawn)
  A: 0	B: -1	C: -17	D: .	E: -3	F: -4	G: 12	H: 0.0	I: 4	J: 6

O=C1C=CC(=O)c2c(O)c(CO)c(CO)c(O)c21
  A: -62	B: -9	C: -52	D: 1.1	E: -23	F: -9	G: -4	H: -1.1	I: -35	J: 83*

Cc1cc(C)cc(NC(=O)C(c2ccccc2)N2CCCC2)c1 (stereo not drawn)
  A: 15	B: -2	C: -2	D: 0.1	E: -23	F: -7	G: -19	H: 0.8	I: 2	J: -3

CC(=O)Oc1ccccc1C(=O)Nc1ccccc1C(=O)N1CCCCC1
  A: -16	B: 0	C: -2	D: -0.3	E: 2	F: 2	G: 0	H: 0.4	I: -5	J: -1

COc1ccc(/C=C2/SC(c3ccc(C)cc3)=NC2=O)cc1OC
  A: -13	B: 3	C: -4	D: 1.8	E: 13	F: 9	G: 5	H: 0.1	I: 5	J: 15

CC[C@H](C)[C@H]1CNC(=O)C(=O)N1CC1CCN(CCc2ccc(OC)c(OC)c2)CC1
  A: -8	B: -5	C: 4	D: .	E: 0	F: -4	G: 1	H: -0.5	I: 5	J: 4

COc1ccc(NC(=O)N[C@H]2CC[C@@H](CC(=O)NC3CCC3)O[C@@H]2CO)cc1
  A: -4	B: -7	C: 0	D: .	E: 0	F: -16	G: -1	H: 0.1	I: -11	J: 1

COc1ccc(C(CNC(=O)C(CCSC)NC(=O)c2ccccc2Cl)N2CCCCC2)cc1 (stereo not drawn)
  A: -1	B: 0	C: -3	D: -1.6	E: -1	F: 1	G: -7	H: 0.7	I: -6	J: -1

CC1(C)CN(c2ccc(Br)cc2Br)C1=O
  A: -6	B: 5	C: -3	D: 1.8	E: -2	F: -5	G: -5	H: 0.0	I: -10	J: -6

COc1cc(NS(=O)(=O)c2ccc(NC(=O)c3ccc(C)o3)cc2)nc(OC)n1
  A: -2	B: 7	C: -10	D: 0.0	E: 4	F: -11	G: 2	H: -0.4	I: 3	J: 6

CCN1C(=O)[C@H]2[C@H]3CN=C(SCC4CC4)N3[C@@](Cc3ccccc3)(C(=O)OC)[C@H]2C1=O
  A: -7	B: -7	C: 11	D: 1.6	E: -5	F: -10	G: 0	H: 0.6	I: 6	J: -2

CCC(C)(C(=O)Nc1ccccc1C)N(C(=O)CNC(C)=O)c1ccccc1C (stereo not drawn)
  A: -2	B: 4	C: 14	D: 1.3	E: 0	F: -1	G: 3	H: 0.4	I: -5	J: -7

O=C(Nc1cc(Cl)ccc1O)C1CC(c2c(F)cccc2Cl)=NO1 (stereo not drawn)
  A: 26*	B: -4	C: -67	D: 1.2	E: -2	F: 2	G: -5	H: -0.7	I: 1	J: 18

CC(C)CCNS(=O)(=O)c1cc2c3c(c1)CCN3C(=O)CC2
  A: -1	B: 5	C: -7	D: 1.6	E: 0	F: -2	G: 3	H: 0.1	I: 8	J: 0

O=C(OCC(=O)N1N=C(c2ccc(Cl)cc2)CC1c1ccco1)c1cncc(Br)c1 (stereo not drawn)
  A: -9	B: -4	C: 4	D: 4.4	E: 0	F: 11	G: -4	H: -0.4	I: 1	J: 26

(continued)
Short forms: A = ADAM10 inh; B = Tn6 DDE FP; C = HGIII-sPLA2 inh; D = GAA850 FXN act; E = GC-A act; F = ASAP1 inh; G = NPR2 activator; H = proKLK7 act; I = ARFGAP1 inh; J = rCAG binder
COc1ccccc1NC(=O)Cn1cnc2sc(C(=O)Nc3ccc(OC)c(OC)c3)c(C)c2c1=O
  A: 2	B: 2	C: 5	D: 0.3	E: 3	F: -12	G: -5	H: -1.4	I: -2	J: 5

O=C(/C=C/Nc1ccccc1Oc1ccccc1)c1ccco1
  A: -6	B: 4	C: -5	D: 1.4	E: -1	F: -8	G: 3	H: 1.7	I: -22	J: 4

CCCCNC(=O)Cn1nc(C)c(S(=O)(=O)N2CCOCC2)c1C
  A: -9	B: 0	C: 18	D: -0.1	E: 2	F: 0	G: 2	H: 0.6	I: 3	J: 2

C=CCN1CC(c2nc3ccccc3n2Cc2cccc3ccccc23)CC1=O (stereo not drawn)
  A: 5	B: -1	C: -8	D: -3.6	E: 19	F: 0	G: 13	H: 0.2	I: 0	J: -6

C[C@H]1[C@H](c2ccccc2)Oc2ccc(Cl)cc2S(=O)(=O)N1C[C@@H]1CCCN1C(=O)OC(C)(C)C
  A: -7	B: 3	C: 9	D: .	E: -1	F: 7	G: -1	H: 0.2	I: -4	J: 2

Cc1cc2c(c(N3CCOCC3)n1)C(=O)OC2
  A: -67	B: -1	C: 6	D: 3.2	E: 7	F: 7	G: 6	H: 0.8	I: -6	J: -2

O=C(NCc1cn2ccccc2n1)c1ccc(Br)o1
  A: -7	B: 1	C: 0	D: -1.4	E: 0	F: 6	G: 2	H: -0.2	I: 9	J: 1

Cc1c(CNC(=O)c2cnn3c2NC(c2ccccc2)CC3C(F)(F)F)cnn1C (stereo not drawn)
  A: -2	B: -1	C: -9	D: -0.1	E: -3	F: 6	G: 3	H: 1.1	I: 2	J: -7

O=C(CSc1nnc(NC(=O)C2CC(=O)N(c3ccccc3)C2)s1)NCC1CCCO1 (stereo not drawn)
  A: -11	B: -7	C: 4	D: 0.6	E: 1	F: 11	G: -1	H: -0.3	I: 8	J: 0

CCC(=O)NC(C)c1nc2ccccc2n1C (stereo not drawn)
  A: -7	B: 2	C: 5	D: 0.3	E: 0	F: -5	G: 0	H: 0.0	I: 4	J: -3

O=C(Nc1cc2c(cc1Br)OCCO2)c1ccc(=O)[nH]c1
  A: -12	B: 0	C: 5	D: 1.0	E: 2	F: -6	G: 0	H: 0.1	I: 12	J: 2

COc1ccc(C(=O)[C@H]2[C@H]3C(=O)N(c4ccc(C)cc4)C(=O)[C@H]3C3C=CC=NN32)cc1 (stereo partly drawn)
  A: -1	B: 0	C: -5	D: 0.4	E: 0	F: -9	G: 1	H: 0.2	I: 7	J: -3

COc1ccc(N2CCN(c3nc4c(c(=O)n(C)c(=O)n4C)n3CCCc3ccccc3)CC2)cc1
  A: -7	B: 3	C: 3	D: 0.9	E: -2	F: 1	G: -1	H: -1.0	I: 3	J: 3

Cc1cccc2cc(CN(CC3CCCO3)C(=S)NCc3ccco3)c(=O)[nH]c12 (stereo not drawn)
  A: -6	B: 0	C: 12	D: -4.1	E: -3	F: -14	G: 9	H: 0.3	I: 6	J: -3

COc1ccc(CNC(=O)CCS(=O)(=O)c2ccc3c(c2)CCN3C(C)=O)cc1
  A: 0	B: 13	C: 3	D: -0.8	E: 0	F: -3	G: 4	H: 0.0	I: -9	J: 1

Cc1nnc(SCC(=O)c2ccc(Cl)cc2)n(N)c1=O
  A: 1	B: 8	C: -5	D: 4.7	E: -2	F: -22	G: -1	H: 0.2	I: -9	J: 4

CCOC(=O)C1CCN(CC(O)COc2ccc(C(C)(C)CC)cc2)CC1 (stereo not drawn)
  A: 10	B: -5	C: -9	D: 2.1	E: 0	F: -3	G: -5	H: -0.5	I: -3	J: -6

Cc1ccsc1CNCc1cc(Cl)ccc1O
  A: -4	B: 1	C: 3	D: 1.2	E: -5	F: 6	G: -13	H: 0.2	I: 2	J: -2

COc1ccc(CCNC(=O)Cn2c(=O)n(-c3ccc(F)cc3)c(=O)c3sccc32)cc1OC
  A: -1	B: -4	C: 14	D: -2.6	E: 0	F: 4	G: -2	H: -1.5	I: -1	J: -4

Cn1c(=O)c2c(nc(N3CCCCC3)n2CCNC2=NCCC2)n(C)c1=O
  A: 0	B: -2	C: 11	D: 0.3	E: 3	F: -21	G: -2	H: 0.5	I: 13	J: -5

O=C(CCOc1ccc(F)cc1)Nc1nccs1
  A: -14	B: -1	C: 13	D: 2.5	E: -1	F: -3	G: 2	H: -0.2	I: 8	J: -1

COc1ccc(C2c3ccc(O)cc3Oc3ncn(CC(C)C)c(=N)c32)cc1 (stereo not drawn)
  A: 4	B: -3	C: -12	D: -4.5	E: 1	F: 1	G: 8	H: 1.1	I: 5	J: 3

COC(=O)c1[nH]c(C)c(/C(O)=C2\C(=O)C(=O)N(CCN(C)C)C2c2ccc(C)o2)c1C (stereo not drawn)
  A: -18	B: 2	C: 1	D: -0.7	E: 1	F: -1	G: 5	H: 0.3	I: -4	J: 2

Cc1nc(=O)c(-c2ccccc2)c(C)n1Cc1ccccc1
  A: 3	B: -5	C: -6	D: -0.4	E: -3	F: 10	G: -4	H: 0.0	I: 0	J: 0

CC(C)[C@@H](NC(=O)OC(C)(C)C)c1cc(C(=O)c2c(-c3ccccc3)[nH]c3ccccc23)c(N)s1
  A: -12	B: -10	C: 12	D: .	E: -3	F: 8	G: 2	H: -9.1	I: 2	J: 15

O=C(NCCCN1CCOCC1)c1ccc(Br)cc1
  A: -1	B: -6	C: 3	D: 1.2	E: 2	F: 3	G: -2	H: 0.2	I: 11	J: -3
